# Jurkat NFkB inh – inhibitors of induced NF-kB luciferase reporter, primary screen, TCR NF-kB activation inhibitor project, cell-based, luminescence, uHTS; Jurkat, PMA/ionomycin-induced NF-kB luciferase reporter; inhibition, % at 4 µM; hit rate 0.53% among 330,000
# HKDC1 inh – HKDC1 hexokinase inhibitors, primary screen, biochemical, fluorescence, uHTS; Q2TB90; recombinant HKDC1, G6PDH/diaphorase resazurin coupled fluorescence; inhibition, % at 20 µM; hit rate 0.16% among 340,000;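 active = inhibition above about 35% when tested at 20 µM, limit read from the data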;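 note: plate controls were DMSO wells with enzyme for no effect and DMSO wells lacking enzyme for full effect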
# Target sequence (Q2TB90 whole entry, looked up): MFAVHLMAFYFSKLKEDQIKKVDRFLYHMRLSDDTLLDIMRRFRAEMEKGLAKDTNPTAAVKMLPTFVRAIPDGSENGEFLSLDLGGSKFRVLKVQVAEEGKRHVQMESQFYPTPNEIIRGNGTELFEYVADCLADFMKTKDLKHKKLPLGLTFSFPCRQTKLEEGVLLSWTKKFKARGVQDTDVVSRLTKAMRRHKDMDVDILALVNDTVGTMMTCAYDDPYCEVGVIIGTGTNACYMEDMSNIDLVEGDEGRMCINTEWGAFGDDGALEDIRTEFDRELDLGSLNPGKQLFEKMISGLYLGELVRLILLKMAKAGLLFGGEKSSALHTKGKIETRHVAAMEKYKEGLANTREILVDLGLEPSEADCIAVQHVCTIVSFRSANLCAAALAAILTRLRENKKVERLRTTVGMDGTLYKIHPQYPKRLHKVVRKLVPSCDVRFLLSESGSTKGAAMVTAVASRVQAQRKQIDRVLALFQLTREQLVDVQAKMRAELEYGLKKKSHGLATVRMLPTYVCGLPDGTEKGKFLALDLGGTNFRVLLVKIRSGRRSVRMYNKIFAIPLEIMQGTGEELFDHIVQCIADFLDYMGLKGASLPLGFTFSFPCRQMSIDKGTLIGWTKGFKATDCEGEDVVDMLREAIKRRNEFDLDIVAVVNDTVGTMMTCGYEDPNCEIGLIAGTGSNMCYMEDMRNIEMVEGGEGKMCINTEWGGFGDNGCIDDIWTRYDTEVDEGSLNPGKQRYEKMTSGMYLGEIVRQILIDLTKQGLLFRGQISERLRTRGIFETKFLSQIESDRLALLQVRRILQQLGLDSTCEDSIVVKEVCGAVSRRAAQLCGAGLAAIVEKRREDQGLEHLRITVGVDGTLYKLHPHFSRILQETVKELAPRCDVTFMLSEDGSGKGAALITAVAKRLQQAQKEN
#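 Test system: HK5 enzyme. Quantity: 5 µg/mL HK5 final. Reagent: glucose and ATP substrates. Schedule: 90 min reaction incubation at room temperature, dark. Technique: resazurin-to-resorufin fluorescence via G6PDH and diaphorase coupling, 525/613 nm. Control set: DMSO wells with and without enzyme mix.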
# SENP7 block – SENP7 protease inhibitors, primary screen, biochemical, luminescence, uHTS; recombinant SENP7, Z-RLRGG-aminoluciferin luminescence, 40 min; hit rate 1.5% among 330,000; inhibition, % at 5 µM; AID 434973, 2010; Sentrin-specific protease 7 (Homo sapiens), Q9BQF6;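 active = inhibition above about 50% at the single test dose, limit read from the data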;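 note: plate controls were DMSO with enzyme for no effect and no enzyme buffer wells for full effect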
# Apaf1 inhib – inhibitors of human Apaf-1 apoptosome, primary screen, biochemical, DEVD-Rh110 fluorescence, uHTS; Apoptotic protease-activating factor 1 (Homo sapiens), O14727; reconstituted apoptosome caspase-3 activity; inhibition, % at 20 µM; hit rate 0.71% among 330,000; AID 489030, 2010; active = inhibition of at least 40% at 20 µM;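 note: plate controls were DMSO wells for no effect and DEVD-CHO caspase inhibitor wells for full effect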
#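 Material: biochemical Apaf-1 apoptosome reconstitution. Medium: Hepes buffer, pH 7.5. Also added: cytochrome c activation, bis-DEVD rhodamine 110 substrate. Timing: 30 min compound preincubation, 50 min activation, room temperature. Measured by: rhodamine 110 fluorescence at Ex 480/Em 540 nm.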
# UBC13 inh – UBC13 polyubiquitin chain formation inhibitors, primary screen, biochemical, TR-FRET, uHTS. Ubiquitin-conjugating enzyme E2 N (Homo sapiens), P61088. inhibition, % at 20 µM. hit rate 0.47% among 330,000; in the data active = inhibition above about 45%, passing the limit was not always enough
# 697 NFkB inh – inhibitors of PMA/ionomycin-induced NF-kB reporter, 697 cells, primary screen, B-cell NF-kB inhibitor project, cell-based, luminescence, uHTS; 697 B-cell NF-kB luciferase reporter, 16 h; inhibition, % at 4 µM; hit rate 0.33% among 330,000; in the data active = inhibition above about 35%
# Gli-Sufu block – Gli-Sufu pathway antagonists, primary screen, luciferase luminescence, Sufu-KO-LIGHT cells, uHTS. hit rate 0.74% among 340,000. inhibition, % at 5 µM. Sufu-KO-LIGHT fibroblasts, Gli luciferase reporter luminescence;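 active = inhibition above about 55%, limit read from the data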;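 note: 0% = DMSO-treated cells and 100% = wells with medium but no cells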
# SENP8 block – SENP8 protease inhibitors, primary screen, biochemical, luminescence. Sentrin-specific protease 8 (Homo sapiens), Q96LD8. purified SENP8, Z-RLRGG-aminoluciferin cleavage. inhibition, % at 10 µM. hit rate 1.2% among 330,000
# An asterisk follows results filed as active. Cut-off read from the data, not from the text of the source, unless noted: active = inhibition above about 50%; inactive = the rest. Not a hit list. About 3.6% of those tested had a hit in this group.
SMILES,Jurkat NFkB inh,HKDC1 inh,SENP7 block,Apaf1 inhib,UBC13 inh,697 NFkB inh,Gli-Sufu block,SENP8 block
COc1ccc(NC(=O)Cc2cccs2)cc1S(=O)(=O)N1CCCCC1,1,6,-11,-2,13,15,-8,-4
O=C(CCC(=O)c1cccs1)OCC(=O)c1ccccc1,7,1,0,0,-4,16,-38,-6
Cc1csc(CN(C)C(=O)CC2C(=O)NCCN2Cc2ccc(F)c(F)c2)n1 (configuration not stated),1,0,-3,-2,-9,0,7,-10
O=C(Nc1ccc2c(c1)OCCO2)c1cc2sccc2n1Cc1ccccc1,-15,11,-1,-1,8,-102,-24,-8
O=C(NCCN1CCN(c2ccccc2)CC1)C1CCN(S(=O)(=O)c2cccc3nsnc23)CC1,11,7,4,-4,7,-1,16,5
CN(C)CCN(C(=O)/C=C/c1cccs1)c1nc2ccc(F)cc2s1,-8,-5,-13,4,16,-18,2,-14
COc1cccc(-c2ccnc3[nH]n(-c4ccccc4)c(=O)c23)c1,3,-6,6,-7,-17,-15,-20,-2
CC(C)=CC(=O)OCC(=O)NC(=O)NC(C)(C)C,-9,2,2,-6,2,21,-4,-1
O=C(CCS(=O)(=O)c1ccc2c(c1)NC(=O)CS2)NCCc1ccccc1,1,-6,3,4,2,18,-7,9
Cc1cc(C)c(NC(=O)CSc2nnc(CN3CCOCC3)n2C)c(C)c1,-3,0,6,1,4,18,-29,-1
CCOc1ccc(C(F)(F)F)cc1NC(C)=O,28,-2,1,-17,2,14,2,5
CN(C)C(=O)c1ccc2c(c1)n(C)c(=O)n2C,3,-1,0,-12,5,4,1,-4
CC(C)C(=O)Nc1ccc(C(=O)NNC(=O)C(c2ccccc2)c2ccccc2)cc1,4,6,2,-14,3,14,-4,-8
CCN(CCO)Cc1csc2ccc(C(C)(C)C)cc12,1,3,0,2,12,-1,3,-12
CCc1cccc(NC(=O)C2CCN(S(=O)(=O)c3c(C)noc3C)CC2)c1,-16,-3,4,1,6,-5,-3,1
CCOc1ccc(/C=N/NC(=O)c2nnn(-c3nonc3N)c2-c2ccc(OCC)cc2)cc1,21,0,8,13,-12,-60,5,9
COc1ccc(S(=O)(=O)N(CCc2ccccc2)CC(=O)N2CCOCC2)cc1,2,-8,-3,-12,0,23,7,0
CCc1cc(=O)[nH]c(-n2[nH]c(-c3ccccc3)cc2=O)n1,-2,-5,4,1,0,4,-1,-3
CC(C)(C)n1ncc2c(=O)n(Cc3cccc(Cn4cnc5c(cnn5C(C)(C)C)c4=O)c3F)cnc21,-2,0,-3,23,0,-1,77*,2
COCCn1c(=NC(=O)c2ccc(S(=O)(=O)N3CCc4ccccc4C3)cc2)sc2cc(S(N)(=O)=O)ccc21,-3,10,-1,-5,28,2,17,2
C#CCn1c(=NC(=O)c2ccc(Cl)s2)sc2cccc(OC)c21,-32,-5,1,-1,41,-34,-26,8
Cn1nc(C(=O)NCCc2ccc(S(N)(=O)=O)cc2)c2ccccc2c1=O,6,15,-2,-7,7,18,1,4
CN(C)c1ccc(CNC(=O)C2CCC(CNc3c(N4CCCCC4)c(=O)c3=O)CC2)cc1 (configuration not stated),-8,-7,-7,-3,-7,1,0,-5
CCOC(=O)c1cc(CC)sc1NC(=O)c1cc(OC)c(OC)c(OC)c1,4,-3,0,25,42,14,13,-6
COc1ccc(C2C(C#N)=C(N)OC3=C2C(=O)CCC3)cc1Cn1cc([N+](=O)[O-])cn1 (configuration not stated),-5,-11,-1,-22,-3,7,-3,-2
CC(=O)N1CCOc2ccc(S(=O)(=O)NCc3ccc(Cl)cc3)cc21,-10,-6,0,1,2,-24,-29,-3
CC(C)C[C@@H](CSc1ccccc1)N1CCN(CC(C)C)CCC1=O,-66,-8,9,7,-4,-29,-15,-12
Cc1ccc(N2CC(C(=O)N3CCOCC3)CC2=O)cc1C (configuration not stated),1,-2,-13,12,-2,-3,-13,-6
OC1CCN(C(=S)Nc2ccc(Oc3ccccc3)cc2)CC1,2,5,-2,4,3,-7,-13,1
CCC(C(=O)OCC(=O)Nc1cc(OC)ccc1OC)c1ccccc1 (configuration not stated),-7,0,-9,16,-1,1,-6,-12
COC(=O)c1cn(C(=O)c2cccc(C)c2)c2ccccc12,-8,-1,-2,-1,6,7,28,-3
COCCCNC(=S)Nc1c(C)cc(C)cc1C,-24,-1,11,-21,-4,0,6,-10
O=C(O)c1ccc(N2C(=O)CC(SC(=NCc3ccc4c(c3)OCO4)Nc3ccc(F)cc3)C2=O)cc1 (configuration not stated),-19,-2,11,24,-12,7,3,11
O=c1c2ccccc2nc(-c2ccc(Cl)cc2Cl)n1O,-4,-11,-9,6,3,0,22,-3
Cn1c(SCC(=O)N2CCc3ccccc3C2)nnc1-c1cccs1,-4,3,-5,13,-3,-27,9,-2
CCN1C(=O)C(=Cc2cccc(OC)c2Oc2ccc([N+](=O)[O-])cc2[N+](=O)[O-])SC1=S,68*,14,54*,19,-16,-152,17,95*
COc1cc2cc(C(c3nnnn3Cc3ccc(F)cc3)N3CCCCCC3)c(=O)[nH]c2cc1OC (configuration not stated),3,-7,-1,1,12,24,9,-3
Cc1ccc(NC(=S)NNC(=O)CSc2nnc(-c3ccc(Cl)cc3)n2C2CCCCC2)cc1,11,-8,3,31,-17,-29,3,4
Cc1ccc(S(=O)(=O)n2cnc3cc([N+](=O)[O-])ccc32)c(C)c1,5,1,7,6,2,5,8,-8
COc1cc([N+](=O)[O-])ccc1NC(=O)COC(=O)CCS(=O)(=O)c1ccc(C)cc1,3,1,7,6,-5,7,0,-19

# Reprinted at random: two records from the list
SMILES,Jurkat NFkB inh,HKDC1 inh,SENP7 block,Apaf1 inhib,UBC13 inh,697 NFkB inh,Gli-Sufu block,SENP8 block
CCOc1ccc(C(F)(F)F)cc1NC(C)=O,28,-2,1,-17,2,14,2,5
O=C(O)c1ccc(N2C(=O)CC(SC(=NCc3ccc4c(c3)OCO4)Nc3ccc(F)cc3)C2=O)cc1 (configuration not stated),-19,-2,11,24,-12,7,3,11

# (list continues)
SMILES,Jurkat NFkB inh,HKDC1 inh,SENP7 block,Apaf1 inhib,UBC13 inh,697 NFkB inh,Gli-Sufu block,SENP8 block
Cc1c(NC(=O)C2CCCN2S(=O)(=O)c2cccc3nsnc23)cccc1C(=O)O (configuration not stated),11,-1,2,-1,1,22,-19,2
O=C(N/N=C/c1ccncc1)c1ccc2c(c1)OCO2,-1,1,1,-8,6,13,-20,0
O=C1CCCC(O)=C1C(C#Cc1ccccc1)C1=C(O)CCCC1=O,-2,29,-2,-3,-6,8,-6,7
O=C(NCC(c1ccco1)N1CCc2ccccc2C1)c1ccccc1Br (configuration not stated),-1,-3,3,15,-2,-9,-3,-14
Cn1cc(S(=O)(=O)CC(=O)Nc2ccc(Br)cc2)c2ccccc21,4,2,9,10,6,10,1,6
Cc1cc(NC(=O)COn2nnc3ccc(Cl)cc32)no1,16,-5,-7,-20,8,20,1,1
CCc1c(C)c2c(C)nn(-c3ccccc3)c2[nH]c1=O,4,0,12,0,10,-3,10,-3
COc1ccc(-n2nc(C(=O)O)nc2-c2ccccc2)cc1,5,7,0,0,-5,20,7,11
CC#C[C@@H](CC)c1ccc2ccn(C)c2c1,-10,-3,4,7,5,-2,-11,-13
Cc1cc(C)n(-c2nc3ccccc3nc2N2CCCCCC2)n1,8,0,0,26,-4,12,9,-3
COC(=O)Cn1c(=O)c2c(nc3n2CCCN3CCc2ccccc2)n(C)c1=O,-8,0,-10,7,-4,-3,-1,-15
COc1ccccc1N1CCN(CCCCCCOc2ccc(F)cc2)CC1,13,-6,-1,7,5,19,31,3
COc1ccccc1N1CCN(C(=O)c2cc(C)on2)CC1,-27,3,2,-4,-3,-4,-25,-4
O=C(NCc1cccnc1)c1c(F)c(F)c(F)c(F)c1F,-6,-7,-8,0,2,0,3,-9
O=S(=O)(c1ccc(Cl)c(NC(=S)Nc2cccc(O)c2)c1)N1CCOCC1,12,-10,5,0,-5,16,-3,-7
Cn1c(SCC(=O)N2CCCc3ccccc32)nnc1-c1ccco1,15,0,5,2,-13,10,-7,-7
CCOC(=O)C1CCCN(C(=O)Nc2ccccc2)C1 (configuration not stated),4,-5,-10,-13,-6,12,4,-15
O=C(CCc1ccccc1)NC(=S)Nc1ccc(S(=O)(=O)N2CCOCC2)cc1,1,1,-7,18,-2,-13,6,-10
CCC(=O)Nc1ccc2c(c1)ncn2-c1ccc(C)cc1,-74,0,3,-15,0,-109,-70,-7
COc1cc(C(=O)Nc2cc3c4c(c2)CC(=O)N4CCC3)cc(OC)c1OC,20,-1,0,1,-2,9,-1,2

# Among those listed so far, 14 have an aryl methoxy group:
SMILES,Jurkat NFkB inh,HKDC1 inh,SENP7 block,Apaf1 inhib,UBC13 inh,697 NFkB inh,Gli-Sufu block,SENP8 block
COc1ccc(NC(=O)Cc2cccs2)cc1S(=O)(=O)N1CCCCC1,1,6,-11,-2,13,15,-8,-4
COc1cccc(-c2ccnc3[nH]n(-c4ccccc4)c(=O)c23)c1,3,-6,6,-7,-17,-15,-20,-2
COc1ccc(S(=O)(=O)N(CCc2ccccc2)CC(=O)N2CCOCC2)cc1,2,-8,-3,-12,0,23,7,0
C#CCn1c(=NC(=O)c2ccc(Cl)s2)sc2cccc(OC)c21,-32,-5,1,-1,41,-34,-26,8
CCOC(=O)c1cc(CC)sc1NC(=O)c1cc(OC)c(OC)c(OC)c1,4,-3,0,25,42,14,13,-6
COc1ccc(C2C(C#N)=C(N)OC3=C2C(=O)CCC3)cc1Cn1cc([N+](=O)[O-])cn1 (configuration not stated),-5,-11,-1,-22,-3,7,-3,-2
CCC(C(=O)OCC(=O)Nc1cc(OC)ccc1OC)c1ccccc1 (configuration not stated),-7,0,-9,16,-1,1,-6,-12
CCN1C(=O)C(=Cc2cccc(OC)c2Oc2ccc([N+](=O)[O-])cc2[N+](=O)[O-])SC1=S,68*,14,54*,19,-16,-152,17,95*
COc1cc2cc(C(c3nnnn3Cc3ccc(F)cc3)N3CCCCCC3)c(=O)[nH]c2cc1OC (configuration not stated),3,-7,-1,1,12,24,9,-3
COc1cc([N+](=O)[O-])ccc1NC(=O)COC(=O)CCS(=O)(=O)c1ccc(C)cc1,3,1,7,6,-5,7,0,-19
COc1ccc(-n2nc(C(=O)O)nc2-c2ccccc2)cc1,5,7,0,0,-5,20,7,11
COc1ccccc1N1CCN(CCCCCCOc2ccc(F)cc2)CC1,13,-6,-1,7,5,19,31,3
COc1ccccc1N1CCN(C(=O)c2cc(C)on2)CC1,-27,3,2,-4,-3,-4,-25,-4
COc1cc(C(=O)Nc2cc3c4c(c2)CC(=O)N4CCC3)cc(OC)c1OC,20,-1,0,1,-2,9,-1,2

# From PubChem
